M. tuberculosis HTS = M. tuberculosis growth inhibition, HTS (AID 449762); actives 0.59% (n = 330,000); M. tuberculosis H37Rv growth inhibition, 7H9 media; higher % means a stronger effect; one-dose inhibition, % at 25 µM; IC50 in µM for titrated hits; in the data active = a potency from the dose series; inconclusive = inhibition above about 70% without an active follow-up result;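 note: bacterial growth assessed after seven days of incubation; strong numbers were not always called active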
inhibitors of VEEV = inhibitors of VEEV TC-83 cytopathic effect, confirmation, Vero cells (AID 588727) | Vero cells, VEEV TC-83 cytopathic effect inhibition; higher % means a stronger effect | inhibition, % at 20 µM, or IC50 in µM where a hit was titrated | actives 0.13% (n = 350,000); in the data active = a potency from the dose series; inconclusive = inhibition mostly from about 14% at the one dose, without a potency; inactive = the rest, 99 in 100 with inhibition below about 12%; note: strong numbers were not always called active
M. tuberculosis = growth inhibition of non-replicating M. tuberculosis (AID 488890); Mycobacterium tuberculosis non-replicating, growth inhibition; higher % means a stronger effect; inhibition, % at 25 µM, or IC50 in µM where a hit was titrated; actives 0.39% (n = 320,000); in the data active = a potency from the dose series; inconclusive = inhibition mostly from about 82% at the one dose, without a potency; inactive = the rest, 99 in 100 with inhibition below about 76%;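 note: plate controls were DMSO cells for no effect and high antibiotic wells for full effect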
PhoP GFP inhibition = PhoP regulon inhibitors, Salmonella typhi PhoP promoter GFP reporter, confirmatory (AID 1850). one-dose inhibition, % at 50 µM; IC50 in µM for titrated hits. actives 0.33% (n = 310,000). Salmonella Typhi PhoP-promoter GFP reporter, fluorescence, 4 h; higher % means a stronger effect; in the data active = a potency from the dose series; inconclusive = inhibition mostly from about 25% at the one dose, without a potency; inactive = the rest, 99 in 100 with inhibition below about 19%;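 note: 0% = induced wells with vehicle and 100% = uninduced wells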
influenza NS1A = H1N1 influenza NS1A inhibitors, functional cell based assay (AID 504329); actives 0.3% (n = 340,000); one-dose inhibition, % at 12.5 µM; IC50 in µM for titrated hits; NS1A functional cell-based assay, percent inhibition; higher % means a stronger effect; in the data active = a potency from the dose series; inconclusive = inhibition above about 27% without an active follow-up result; note: strong numbers were not always called active
inhibitors of VEEV 10K pilot screen = recorded beside inhibitors of VEEV, whose call it bears; inhibition, %; measured here: 10K pilot screen inhibition
The depositor's hits bear a star; i = inactive; ? = inconclusive; . = no result given. Rows are unselected. Share with any hit: about 1.6%.

SMILES	M. tuberculosis HTS	inhibitors of VEEV	M. tuberculosis	PhoP GFP inhibition	influenza NS1A	others
Cc1nc(-c2ccc(F)cc2)c(CC(=O)N2CCN(S(=O)(=O)c3cccc([N+](=O)[O-])c3)CC2)s1	.	6.5%	.	.	9%
CCN(C(=O)CC(C)C)c1nnc(Cn2nnc3ccccc32)s1	-1%	3.8%	-4%	-2%	-11%
CCOc1ccc(S(=O)(=O)N(C)CC(=O)NC2CC2)cc1	5%	1.1%	-1%	-2%	-6%
Cc1onc(-c2ccccc2)c1C(=O)NNC(=S)NC(=O)c1ccc2c(c1)OCO2	-2%	4.0%	?	-18%	-21%
COC(=O)CSc1nnc(-c2ccc(OC)c(OC)c2)o1	?	1.3%	?	5%	5%
O=C(Nc1cccnc1Cl)c1cc(-c2ccco2)on1	41µM*	6.0%	77%	-2%	3%
CCOc1ccccc1C(=O)NN1C(=O)C2CCCCC2C1=O (stereo unspecified)	-5%	0.9%	-4%	-5%	7%
COc1cc(OC)cc(C(=O)N2CCC(C(=O)Nc3ccc4c(c3)OCCO4)CC2)c1	9%	0.3%	4%	0%	0%
O=C(c1cccc(Br)c1)N1CCN(c2ccccn2)CC1	5%	1.3%	-2%	0%	.
Oc1[nH]c2ccccc2c1C=Nc1ccc2c(c1)OCCO2	.	7.4%	.	.	14%
COCCC(=O)N1CCC(Oc2ccc(C(=O)NCCn3cccn3)cc2)CC1	6%	0.7%	-4%	-5%	11%
CCOC(=O)c1ccc(S(=O)(=O)NNC(=O)Cc2csc(C)n2)cc1	2%	0.4%	-1%	.	-6%
CC[C@]1(C(=O)OC)[C@H]2C(=O)N(Cc3ccccc3)C(=O)[C@H]2[C@H]2CN=C(SCc3ccc(Cl)cc3)N21	.	2.9%	.	.	-5%
O=C(NNC(=S)NCc1ccccc1)c1cccnc1	6%	0.2%	-10%	-11%	1%
COc1ccc(OCCCC(=O)NCCc2ccc(OC)c(OC)c2)cc1	-1%	1.0%	16%	-8%	3%
O=C(O)c1cccc(N2C(=O)C3CC=CCC3C2=O)c1 (stereo unspecified)	-3%	1.1%	-6%	6%	5%
CC1(C)CC(=O)c2c(oc3ccc(NS(=O)(=O)c4ccc(C(=O)O)cc4)cc23)C1	3%	1.0%	-7%	3%	1%
O=C(CSc1ncnc2sccc12)NCc1ccc2c(c1)OCO2	4%	9.9%	18%	.	-10%
CC(=O)Nc1ccc(S(=O)(=O)N2CCN(c3cc(C(F)(F)F)ccn3)CC2)cc1	-10%	0.4%	-1%	6%	-2%
C/C=C/c1ccc(OCC(=O)N2CCc3cc(OC)c(OC)cc3C2)c(OC)c1	6%	0.6%	23%	-2%	13%
COc1ccc(CNC(=O)C(OC(=O)c2ccco2)c2ccccc2)cc1 (stereo unspecified)	5%	1.5%	9%	10%	10%
Cc1ccc(Cl)cc1N1CCN(C(=O)C(=O)N2CCCCC2)CC1	-5%	1.7%	7%	0%	-6%
CCCS(=O)(=O)N1CCC(C(=O)NCCN2CCCC2)CC1	-10%	i	-8%	3%	-1%
COC(=O)CC1C(=O)NCCN1C(=O)CSc1nc2cc(Cl)ccc2o1 (stereo unspecified)	-8%	1.1%	0%	2%	-5%
Cc1cc(C)cc(NC(=S)NCc2ccc3c(c2)OCO3)c1	-2%	0.7%	?	10%	5%
O=C(NCc1cccs1)C1CCCN(c2ncccn2)C1 (stereo unspecified)	-3%	i	2%	-2%	-3%
CC1=[N+](CC(=O)c2ccccc2)CCn2cccc21	-6%	0.9%	18%	6%	.
CCN(CC)S(=O)(=O)c1ccc2nc(NC(=O)c3cccs3)sc2c1	12%	6.1%	17%	-7%	2%
C[C@H](NC(=O)c1ccc(Cl)cc1)C(=O)NNC(=O)c1cccs1	-8%	0.5%	-15%	.	-19%
C#CCN1C(=O)C2C(C(=O)NC)C3C=CC2(O3)C1C(=O)NCc1ccc(OC)cc1 (stereo unspecified)	-8%	i	-8%	-9%	4%
CNC(=O)/C(C#N)=C/c1c(N(Cc2ccccc2)Cc2ccccc2)nc2ccccn2c1=O	-16%	8.9%	57%	0%	6%
CCSC1=C(C#N)C(c2ccccc2Cl)C(C(=O)c2cccs2)C(O)(C(F)(F)F)N1 (stereo unspecified)	-13%	1.6%	42%	2%	-2%
CCOC(=O)N1CCC(N2C(=O)c3ccc(C(=O)Nc4cccc(OC)c4)cc3C2=O)CC1	6%	0.5%	14%	-5%	-3%
CC(C(=O)Nc1ccc(C(=O)O)cc1)N1C(=O)c2ccccc2C1=O (stereo unspecified)	3%	1.4%	-13%	4%	0%
CN(C)c1ccc(-n2cccc2)cc1	58%	0.9%	39%	4%	7%
COc1cc(C2C(C#N)=C(N)N(c3ccc(F)cc3)C3=C2S(=O)(=O)CC3)ccc1O (stereo unspecified)	5%	2.9%	1%	-3%	18%
Cc1onc(-c2c(F)cccc2Cl)c1C(=O)N[C@@H]1C(=O)N2C(C(=O)O)C(C)(C)S[C@H]12 (stereo partly specified)	-1%	i	-23%	6%	-2%
CC(=O)Nc1ccc(NCC(O)COc2ccccc2)cc1 (stereo unspecified)	-8%	i	11%	-6%	-14%
COc1cccc(C(=O)Nc2c3c(nn2-c2cccc(C)c2C)CS(=O)(=O)C3)c1OC	.	i	.	-1%	0%
Cc1ccc(Sc2ncnc(N)c2[N+](=O)[O-])cc1	5%	1.2%	43%	8%	-6%
O=C(/C=C/c1cn(-c2ccccc2)nc1-c1cccnc1)N1CCCC1	.	9.2%	.	.	-3%
O=c1c(Cl)c(NC2CC2)cnn1-c1ccccc1	-3%	4.2%	9%	22%	1%
COC(=O)CN1C(=O)C(O)(CC(=O)c2ccc(C)o2)c2ccccc21 (stereo unspecified)	-4%	1.0%	1%	4%	3%
COc1ccc(OC)c(CN2CCCC(C(=O)N3CCCCC3)C2)c1 (stereo unspecified)	-1%	i	-1%	-1%	-5%
O=C(O)c1ccc(-c2nnn(Cc3ccccc3F)n2)cc1	-9%	0.8%	1%	-4%	11%
O=c1ncn(-c2ccccc2C(F)(F)F)c2ncccc12	7%	0.0%	4%	-1%	12%
O=c1[nH]c(SCc2cccc([N+](=O)[O-])c2)nc2[nH]ncc12	12%	5.0%	69%	-11%	-9%
Cc1ccc(N(C(C)C(=O)Nc2ccc(S(=O)(=O)N3CCOCC3)cc2)S(C)(=O)=O)cc1C (stereo unspecified)	-3%	1.0%	23%	-6%	-7%
COCc1cc(=O)[nH]c(/N=C(\N)Nc2ccc(C)cc2)n1	-14%	0.8%	9%	5%	-6%
COc1ccccc1Oc1c(C)oc2c(CN(C)C)c(O)ccc2c1=O	-3%	0.9%	1%	-1%	13%
Continuation.
SMILES	M. tuberculosis HTS	inhibitors of VEEV	M. tuberculosis	PhoP GFP inhibition	influenza NS1A	others
COc1cccc(OC)c1CN1CCCC(C(=O)c2ccccc2SC)C1 (stereo unspecified)	13%	1.3%	64%	-15%	-1%
COCCn1c(SCC(=O)NC2CCCC2)nnc1-c1ccncc1	3%	2.4%	-2%	-17%	1%
CC(C)CC(C(=O)O)N1C(=O)C2C3c4ccccc4C(c4ccccc43)[C@@H]2C1=O (stereo partly specified)	1%	0.1%	-3%	-10%	-3%
CCCCn1c(O)c(C(C)=NCc2cc(OC)cc(OC)c2)c(=O)[nH]c1=O	2%	1.5%	14%	11%	-3%
Cc1cc(C(=O)CCl)c(C)n1CCc1ccc(F)cc1	?	11%	?	2%	-1%
O=C1/C(=C/N(C(=O)c2ccco2)c2ccc(Br)cc2)Sc2ccccc21	-2%	i	54%	-3%	11%
Cc1ccc2c(c1)C(=O)C(=O)N2Cc1ccc(C(F)(F)F)cc1	10%	0.6%	?	.	13%	inhibitors of VEEV 10K pilot screen=0.1
COc1cc(C(=O)NCc2nnc(SCC(=O)NC3CCCC3)o2)cc(OC)c1OC	-1%	i	-5%	-8%	5%
O=C1NC(=O)/C(=C\c2ccc(O)cc2O)S1	3%	i	2%	-3%	-7%
O=C(Oc1ccccc1)c1ccc2nccnc2c1	?	1.0%	?	-1%	-6%
NC(=O)CC(NC(=O)c1ccccc1)c1ccc(N2CCN(c3ccc(F)cc3)CC2)c([N+](=O)[O-])c1 (stereo unspecified)	14%	2.5%	11%	5%	-10%
Cc1ccccc1-n1nc(C(=O)O)cc1-c1ccccc1	13%	0.6%	17%	2%	-2%
COC(=O)C1=CN(Cc2ccc(F)cc2)C=C(C(=O)OC)C1c1ccc(O)c(OC)c1	-7%	i	-1%	0%	19%
Cc1cc(OCC(C)C)ccc1/C(O)=C1/C(=O)C(=O)N(Cc2cccnc2)C1c1ccncc1 (stereo unspecified)	-11%	1.6%	5%	0%	-15%
CCc1ccc(/C=C/C(=O)c2c(C)cc(C)[nH]c2=O)cc1	-1%	?	2%	1%	-4%
Cc1ccc(CNS(=O)(=O)c2cccc3nsnc23)cc1	5%	1.1%	5%	2%	2%
O=C(CCC(=O)c1cccs1)OCc1nnc(-c2ccccc2)o1	3%	2.5%	61%	6%	-12%
Cc1cc(=O)oc2cc(OCC(=O)Nc3ccc(CN4CCOCC4)cc3)c(Cl)cc12	7%	0.8%	5%	2%	0%
Cc1ccsc1C(=O)N1CCN(C(=O)c2ccco2)CC1	-13%	4.1%	-11%	.	-13%
Cc1ccc(C(=O)N/N=C2/NC(=O)CC(C(=O)Nc3ccccc3)S2)cc1 (stereo unspecified)	-1%	i	3%	0%	4%
COCC1CCCCN1C(=O)c1cc(COc2ccc3ncccc3c2)on1 (stereo unspecified)	12%	i	2%	-19%	-5%
CC(=O)Nc1ccc(NC(=O)C2CCCCC2C(=O)O)cc1 (stereo unspecified)	1%	1.1%	4%	4%	-3%
C=CCn1c(SCC(=O)NCC(c2ccccc2)N(C)C)nnc1C1CCCCC1 (stereo unspecified)	-15%	0.5%	12%	.	-5%
O=c1ccc(Cl)n[nH]1	-6%	0.8%	-19%	-4%	0%
CC(C)c1ccc(N(CC(=O)Nc2ccc(S(=O)(=O)N3CCOCC3)cc2)S(C)(=O)=O)cc1	-1%	1.3%	10%	3%	10%

Compounds listed so far containing four or more nitrogen atoms (18):
SMILES	M. tuberculosis HTS	inhibitors of VEEV	M. tuberculosis	PhoP GFP inhibition	influenza NS1A	others
Cc1nc(-c2ccc(F)cc2)c(CC(=O)N2CCN(S(=O)(=O)c3cccc([N+](=O)[O-])c3)CC2)s1	.	6.5%	.	.	9%
CCN(C(=O)CC(C)C)c1nnc(Cn2nnc3ccccc32)s1	-1%	3.8%	-4%	-2%	-11%
Cc1onc(-c2ccccc2)c1C(=O)NNC(=S)NC(=O)c1ccc2c(c1)OCO2	-2%	4.0%	?	-18%	-21%
COCCC(=O)N1CCC(Oc2ccc(C(=O)NCCn3cccn3)cc2)CC1	6%	0.7%	-4%	-5%	11%
O=C(NNC(=S)NCc1ccccc1)c1cccnc1	6%	0.2%	-10%	-11%	1%
CC(=O)Nc1ccc(S(=O)(=O)N2CCN(c3cc(C(F)(F)F)ccn3)CC2)cc1	-10%	0.4%	-1%	6%	-2%
O=C(NCc1cccs1)C1CCCN(c2ncccn2)C1 (stereo unspecified)	-3%	i	2%	-2%	-3%
CNC(=O)/C(C#N)=C/c1c(N(Cc2ccccc2)Cc2ccccc2)nc2ccccn2c1=O	-16%	8.9%	57%	0%	6%
Cc1ccc(Sc2ncnc(N)c2[N+](=O)[O-])cc1	5%	1.2%	43%	8%	-6%
O=C(/C=C/c1cn(-c2ccccc2)nc1-c1cccnc1)N1CCCC1	.	9.2%	.	.	-3%
O=C(O)c1ccc(-c2nnn(Cc3ccccc3F)n2)cc1	-9%	0.8%	1%	-4%	11%
O=c1[nH]c(SCc2cccc([N+](=O)[O-])c2)nc2[nH]ncc12	12%	5.0%	69%	-11%	-9%
COCc1cc(=O)[nH]c(/N=C(\N)Nc2ccc(C)cc2)n1	-14%	0.8%	9%	5%	-6%
COCCn1c(SCC(=O)NC2CCCC2)nnc1-c1ccncc1	3%	2.4%	-2%	-17%	1%
COc1cc(C(=O)NCc2nnc(SCC(=O)NC3CCCC3)o2)cc(OC)c1OC	-1%	i	-5%	-8%	5%
NC(=O)CC(NC(=O)c1ccccc1)c1ccc(N2CCN(c3ccc(F)cc3)CC2)c([N+](=O)[O-])c1 (stereo unspecified)	14%	2.5%	11%	5%	-10%
Cc1ccc(C(=O)N/N=C2/NC(=O)CC(C(=O)Nc3ccccc3)S2)cc1 (stereo unspecified)	-1%	i	3%	0%	4%
C=CCn1c(SCC(=O)NCC(c2ccccc2)N(C)C)nnc1C1CCCCC1 (stereo unspecified)	-15%	0.5%	12%	.	-5%

Assay outcomes as filed in PubChem BioAssay.
